Screening results: PubChem BioAssay, National Center for Advancing Translational Sciences (NCATS)
S-ASM inh – blocks human secretory acid sphingomyelinase. P17405. placental ASM, HMU-PC fluorogenic substrate, 60 min. actives 0.006% (n = 340,000). Potency, µM (top dose mostly 57.5 µM), inactives show top-dose activity change, negative = inhibition, hits mostly inhibitors; further: potency means the concentration at half of the fitted maximal effect
Target sequence (P17405 47-631 limits assumed): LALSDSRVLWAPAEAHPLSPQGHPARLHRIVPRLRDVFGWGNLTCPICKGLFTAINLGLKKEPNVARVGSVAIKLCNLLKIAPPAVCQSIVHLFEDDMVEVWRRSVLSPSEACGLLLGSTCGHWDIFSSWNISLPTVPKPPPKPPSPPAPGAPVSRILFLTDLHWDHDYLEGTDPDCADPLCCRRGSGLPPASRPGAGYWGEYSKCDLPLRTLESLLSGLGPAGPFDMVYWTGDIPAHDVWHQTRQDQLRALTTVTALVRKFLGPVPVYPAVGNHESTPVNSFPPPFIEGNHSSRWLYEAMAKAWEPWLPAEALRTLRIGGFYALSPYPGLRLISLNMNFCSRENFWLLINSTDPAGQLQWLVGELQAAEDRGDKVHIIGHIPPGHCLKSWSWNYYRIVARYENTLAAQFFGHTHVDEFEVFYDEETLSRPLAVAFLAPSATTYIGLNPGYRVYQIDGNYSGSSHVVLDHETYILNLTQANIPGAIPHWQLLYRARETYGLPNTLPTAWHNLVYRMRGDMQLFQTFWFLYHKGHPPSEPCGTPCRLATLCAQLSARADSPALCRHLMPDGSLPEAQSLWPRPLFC
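Human placenta-derived ASM preincubated with compound 10 min at room temperature, then reacted with 9 uM (final) fluorogenic HMU-PC substrate for 60 min at 37 C. Stop solution raises pH to 10; fluorescence read at Ex 386/Em 447 nm.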
AT treatment – potential ataxia-telangiectasia treatments restoring KAP-1 phosphorylation | actives 0.19% (n = 320,000) | Potency, µM (doses to about 57.5 µM), inactives show at the top dose activation, hits mostly activators | […] A-T fibroblasts, KAP-1 phosphorylation AlphaLISA; neocarzinostatin DNA damage 30 min before lysis; further: potency means the concentration at half of the fitted maximal effect; % of control where 0% means no effect; nearly all actives have a fitted effect of over 45% in size
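ATM-like activity read as KAP-1 phosphorylation via AlphaLISA donor/acceptor antibody pairs after lysis and 6 hr at 25C. Cells were ATM-null patient fibroblasts ([…], hTERT), dosed 60 min, then exposed to the DSB inducer NCS for 30 min.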
MBNL1-CUG inh – inhibitors of human MBNL1 binding to CUG repeat RNA; Potency, µM (top dose mostly 57.5 µM), inactives show top-dose activity change, negative = inhibition, most hits filed as inhibitors; TR-FRET MBNL1-His/biotin-(CUG)12 binding, 665/545 ratio; Q9NR56; AID 2675; actives 0.036% (n = 280,000); active means well fitted inhibition curve with a large enough effect in the signal ratio, with a control signal flat, not every such curve was filed as active; inconclusive means small, poorly fitted or top-dose-only effect, or effect the other way, or a change in a side signal; inactive means no such curve, though single readings can be large or run the other way; the % refers to the signal ratio; further: potency means the concentration at half of the fitted maximal effect; on the % scale 0 is the no-effect control and ±100 the full control effect
Target sequence (Q9NR56 whole entry, looked up): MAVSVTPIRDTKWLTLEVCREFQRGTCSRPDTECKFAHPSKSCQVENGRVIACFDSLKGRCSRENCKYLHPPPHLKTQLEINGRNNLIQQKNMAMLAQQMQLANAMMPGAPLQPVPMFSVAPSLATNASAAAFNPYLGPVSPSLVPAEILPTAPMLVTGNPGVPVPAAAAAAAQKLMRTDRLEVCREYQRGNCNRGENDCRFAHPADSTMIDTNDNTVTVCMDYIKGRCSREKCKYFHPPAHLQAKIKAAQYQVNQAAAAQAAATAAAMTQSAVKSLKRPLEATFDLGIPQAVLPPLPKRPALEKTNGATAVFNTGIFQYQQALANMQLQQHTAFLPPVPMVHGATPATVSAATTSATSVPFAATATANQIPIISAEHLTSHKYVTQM
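His-tagged MBNL1 binding to biotinylated (CUG)12 RNA was measured by TR-FRET using terbium anti-His antibody (0.055 ng/ul final) and streptavidin-XL665 (5 nM final). Compounds were titrated 92 nM to 58 uM; 60 min at room temperature.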
KCNH2 3.1 block – blocks the human KCNH2 3.1 channel isoform; AID 720553; actives 0.95% (n = 340,000); U2OS KCNH2 3.1, thallium flux FluxOr; hits give low values; activity change, % (tested at about 1.8 µM);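 active means maximum activity change below -70%; inconclusive means maximum activity change from -70% to -50%; inactive means maximum activity change above -50%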;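 further: thallium influx rate constant from kinetic fluorescence after stimulation buffer; on the % scale 0 is the no-effect control and ±100 the full control effect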
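Channel expression came from 3.1 mutant virus (1.77 x 10^8 /mL) applied to suspended U2OS cells for 4 h. Flux was tracked with FluxOr dye plus Red40 quencher, and kinetic rate constants normalized to controls.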
Coupling enz – counter-screen for Giardia aldolase inhibitors: coupling enzyme system; coupling enzyme system counterscreen, AmpLite Red fluorescence; actives 0.67% (n = 290,000); activity change, negative = inhibition, % at 58.2 µM, hits read low; in the data active means activity change below about -30%; further: on the % scale 0 is the no-effect control and ±100 the full control effect
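Compounds tested against the coupling enzymes alone at 57.5 uM final; readout was AmpLite Red fluorescence (525/598 nm) after 20 min at RT.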
a7 integrin act – integrin-mediated muscular dystrophy alleviation activation; alpha7betagal myoblasts, beta-gal FDG fluorescence, 48 h; Potency, µM (doses to about 38.3 µM), for inactives: at the highest dose activation, usual class: activators; actives 0.064% (n = 350,000);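 further: potency means the concentration at half of the fitted maximal effect; 100% = response of the positive control SU9516; nearly all actives have a fitted effect of over 60% in size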
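alpha7betagal+/- myoblasts (passage 13, 250/well) treated 48 h at 37C with compounds at 1:260 dilution of DMSO stock. Lysed, then beta-galactosidase activity read as FDG fluorescence (ex 480/em 540) after 30 min, with pre-read for autofluorescence.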
TRPV1 ag – activates the human vanilloid receptor TRPV1 | Q8NER1 | TRPV1-expressing cells, Fluo-8 calcium influx, agonist mode | activation, % at 8.33 µM | actives 0.19% (n = 320,000) | AID 540275; in the data active means activation above about 80%; inconclusive means between about 30% and that limit; further: 0% is about no effect
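TRPV1-expressing cells were cultured overnight at 35.5C and loaded with Fluo-8 calcium dye for 40 to 90 min at room temperature. After a 10 s baseline, compound was added and calcium influx was read kinetically for 3 min (ex 480/em 520 nm).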
CXXC DNA block – blocks binding of human MLL CXXC domain to DNA | AID 2662 | Potency, µM (titrated, usually from 115 µM), without a hit: at the top dose activity change, negative = inhibition, usual class: inhibitors | MLL-CXXC / FITC-HOXA9 DNA fluorescence polarization | actives 0.037% (n = 290,000); active means well fitted inhibition curve with a large enough effect in the polarisation, with a control signal flat, not every such curve was filed as active; inconclusive means small, poorly fitted or top-dose-only effect, or effect the other way, or a change in a side signal; inactive means no such curve, though single readings can be large or run the other way; the % refers to the polarisation; further: potency means the concentration at half of the fitted maximal effect
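Fluorescence polarization: 7 uM MLL-CXXC (stock) preincubated 5 min with compounds, then 50 nM fluorescein-HOX-A9 DNA (stock) added; 30 min ambient. Buffer 50 mM Tris-HCl pH 7.5, 50 mM NaCl, 1 mM DTT, 0.05% BSA.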
hERG WT inh – blocks the wildtype human KCNH2 potassium channel; AID 720551; U2OS, BacMam KCNH2, thallium flux FluxOr; hits give low values; activity change, % at 1.84 µM; actives 0.37% (n = 340,000);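 active means maximum activity change below -70%; inconclusive means maximum activity change between -70% and -50%; inactive means maximum activity change above -50%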; further: on the % scale 0 is the no-effect control and ±100 the full control effect
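U2OS cells were transduced with wild-type KCNH2 virus (2.03 x 10^8 / mL) for 4 h at room temperature, then cultured overnight at 37 C. Thallium flux was read with FluxOr dye. Rate constants were normalized to DMSO controls.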
GALK inh – blocks human galactokinase activity | P51570 | Purified GALK, Kinase-Glo residual ATP luminescence | Potency, µM (top dose mostly 57.5 µM), without a hit: at the top dose activity change, negative = inhibition, actives largely listed as inhibitors | actives 0.007% (n = 270,000) | AID 1868; further: potency means the concentration at half of the fitted maximal effect; on the % scale 0 is the no-effect control and ±100 the full control effect
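GALK at 5 nM final was combined with compound, 35 uM ATP and 100 uM galactose in HEPES pH8.0 with MgCl2 and DTT. The reaction ran one hour at room temperature before luminescent ATP detection.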
* = called active by the depositor; ? = inconclusive; / = no result given; & = joins results of further samples; [ ] = dose if it differs, or a comment. Unless noted, the call rests on the fitted dose curve; in most records, active means well fitted curve in the direction sought with a large enough effect; inconclusive means small, poorly fitted or top-dose-only effect, or another doubt; inactive means no such curve, though single readings can be large; an effect the other way counts as inactive or inconclusive.

SMILES | S-ASM inh | AT treatment | MBNL1-CUG inh | KCNH2 3.1 block | Coupling enz | a7 integrin act | TRPV1 ag | CXXC DNA block | hERG WT inh | GALK inh
Cc1c(Cc2ccccc2)c(=O)oc2cc(OCc3nn[nH]n3)ccc12 | 16% | 17% | 4% | 5 | 19 | 3% | 0 | -2% | -3 | -3%
O=C(NCc1ccco1)C1CC(=O)N(c2ccc(F)cc2)C1 (configuration not stated) | 3% | 2% | -1% | -20 | 1 | -15% | 0 | -2% | -17 | -2%
O=C(Nc1ccc(Cn2cccn2)cc1)c1ccc(COc2ccccc2Br)cc1 | -21% | -4% | -7% | -35 | -2 | -23% | ? | -1% | -6 | -2%
CCn1c(SCc2cccc(F)c2)nnc1-c1cccnc1 | 1% | 0% | 8% | 11 | -2 | 7% | -1 | -1% | 0 | -1%
COc1ccc([C@@H]2CC=C(C(=O)O)[C@H](c3ccc(Cl)cc3)N2S(=O)(=O)c2ccccc2C)cc1 | 6% | -4% | / | / | / | -9% | -2 | / | / | /
CC(C)CC(=O)Nc1c2c(nn1-c1ccc(F)cc1)CS(=O)(=O)C2 | 1% | 3% | 3% | ? | -1 | 4% | 1 | 26% | -3 | 1%
COc1ccc(OC)c(C(=O)N2CCC(n3nccc3NC(=O)CC(C)C)CC2)c1 | 0% | 3% | -3% | -12 | / | -28% | -1 | 2% | 5 | -3%
CCOC(=O)/C=C(\C)Nc1cc(C)nn1-c1ccccc1 | 0% | 9% | 14% | 9 | 0 | -4% | -5 | -3% | -1 | 4%
COc1ccc(CCNC(=O)Nc2cc(F)c(F)cc2Cl)cc1OC | 0% | 8% | -1% | -1 | -4 | -36% | 27 | -6% | 4 | -4%
O=C(CCc1ccc(S(=O)(=O)N2CCOCC2)cc1)Nc1ccc(N2CCOCC2)cc1 | 2% | / | -5% | 18 | 5 | 7% | 18 | -3% | 2 | 0%
CN(CC(=O)Nc1c(Cl)cccc1Cl)C(=O)CNC(=O)c1sc2ccccc2c1Cl | 1% | / | / | -11 | / | 10% | / | / | -1 | /
Nc1nonc1-n1nnc(C(=O)N/N=C/c2ccccn2)c1-c1ccccc1 | 0% | -3% | ? | -7 | 2 | ? | 1 | -2% | 7 | -6%
O=C(CN1CCN(C(=O)c2ccccc2)CC1)Nc1cc(S(=O)(=O)N2CCCC2)ccc1Cl | 4% | -6% | / | 11 | / | -20% | -4 | / | 1 | /
COc1ccc(C2Nc3ccccc3C(=O)N2c2ccccc2)cc1COc1ccccn1 (configuration not stated) | 139%[activator] | 5% | 3% | 13 | 3 | 20% | 1 | 1% | -13 | 0%
O=C(c1cc(-c2cccs2)on1)N1CCc2ccccc2C1 | -1% | 1% | -1% | 8 | 0 | 0% | 22 | 1% | -7 | -3%
Fc1cccc(Cl)c1CSc1ccc2nnc(-c3ccccn3)n2n1 | -2% | 2% | ? | -10 | 3 | -22% | 5 | -5% | -14 | 0%
CCOC(=O)C1=C(C)N(C)C(=O)NC1c1ccc2c(c1)OCO2 (configuration not stated) | 1% | 12% | -2% | 11 | 3 | -9% | -5 | 10% | 0 | 1%
CCOc1ccc(C(=O)N2CCC3(CC2)NCCc2[nH]cnc23)cc1OCC | 0% | -2% | -1% | -13 | 5 | 3% | 3 | 6% | -10 | -1%
NC(=O)C[n+]1cccc(/C=N/O)c1 | -1% | -3% | 2% | -6 | -1 | -6% | -2 | -5% | 6 | 5%
O=c1c2ccccc2nc2n1C(CSc1ccc(F)cc1)CS2 (configuration not stated) | 2% | 2% | -12% | -9 | -1 | -21% | 2 | 28% | 2 | 7%
Cc1ncn(-c2ccccc2)c1-c1ccccc1 | 5% | 1% | / | 15 | / | 2% | 22 | / | 1 | /
Cc1oc(CC(C)C)c(CN2CCCC2)c1C(=O)O | 1% | -1% | -8% | -4 | 0 | 18% | 0 | 4% | 0 | -1%
Cc1ccc(S(=O)(=O)NCc2ccco2)c(C)c1C | -1% | 5% | -10% | 0 | -1 | 18% | 0 | -5% | 17 | 6%
CC(C)CC(C(=O)N1CCc2ccccc2C1)N1C(=O)c2ccccc2C1=O (configuration not stated) | 1% | 5% | 2% | -14 | 0 | -12% | 6 | -7% | 3 | -1%
CC1(C)CC(NC(=O)C(C)(C)Oc2ccc(Cl)cc2)CC(C)(C)N1 | -1% | 7% | -6% | 2 | 2 | 14% | 2 | 2% | 24 | 7%
(further entries)
SMILES | S-ASM inh | AT treatment | MBNL1-CUG inh | KCNH2 3.1 block | Coupling enz | a7 integrin act | TRPV1 ag | CXXC DNA block | hERG WT inh | GALK inh
CC(=O)Oc1ccc(-c2cccc(C(=O)N(C)c3ccc(O)cc3)c2)cc1 | -1% | 1% | 1% | 7 | 3 | 12% | 2 | -23% | 1 | 11%
CCCCOc1ccc(CN2CCSCC2)cc1 | -5% | 1% | -3% | 17 | -1 | 0% | -6 | 3% | -5 | 3%
CC1=CC(C)(C)Nc2ccc(OC(=O)c3ccco3)cc21 | -2% | 2% | -2% | 1 | -9 | -68%[inhibitor] | 9 | 23% | 24 | 3%
Clc1ccc(Cn2nnc3ccccc32)cc1 | 2% | 19% | -1% | -5 | 0 | -21% | -1 | 3% | 2 | -2%
S=c1[nH]nc(SCc2ccccc2)c2[nH]cnc12 | ? | / | / | -6 | / | ? | / | / | -7 | /
COc1ccc(OC)c(N(/C(N)=N/c2nc(C)cc(C)n2)S(=O)(=O)c2ccc(NC(C)=O)cc2)c1 | 3% | 0% | 1% | 6 | -1 | -16% | 1 | -6% | -3 | 15%
O=C(c1ccco1)N1CCN(C(c2ccccc2Cl)c2nnnn2Cc2cccs2)CC1 (configuration not stated) | 0% | 1% | 9% | -5 | 1 | 8% | 9 | 0% | 17 | 4%
CN1C(=O)C(C)(C)c2cc(S(=O)(=O)N3CCC(C(=O)NCc4ccc(F)cc4)CC3)ccc21 | 3% | -6% | 1% | 5 | 4 | 3% | -1 | -7% | -7 | /
CC(C(=O)O)c1ccc(-c2ccccc2)c(F)c1 (configuration not stated) | -1%&0% | 6%&-26% | -6%&27% | 25&4 | 9&10&7 | / | -2&-1 | 3%&4% | 7&-14 | -2%
CC(C)c1ccc(C(=O)NNC(=O)C2CC=CCC2C(=O)O)cc1 (configuration not stated) | 1% | -3% | -22% | 3 | 4 | 1% | -3 | -5% | -9 | 0%
Cc1ccc(C)c(Cn2nnc3c(=O)[nH]c(C(=O)Nc4ccc(F)cc4)nc32)c1 | -8% | 0% | 0% | 4 | -1 | 16% | -2 | ? | -5 | -5%
O=C(CSc1nc2ccccc2c(=O)[nH]1)c1ccc(O)cc1O | -16% | -1% | -2% | -6 | -3 | -29% | 2 | -2% | 0 | 3%
C/C(N)=C(/C#N)C(=O)CSc1n[nH]c(-c2ccccc2Br)n1 | 2%&-1% | 18% | -15% | 15&7 | 3 | 1%&12% | 3 | -5% | 2&2 | 5%
Cc1nnc(NC(=O)C2c3ccccc3Oc3ccccc32)s1 | 2% | -5% | -2% | -1 | -2 | -28% | 0 | -1% | -2 | -2%
COc1ccccc1N1CCN(C(=O)CSc2nc(-c3ccco3)cc(C(F)(F)F)n2)CC1 | -6% | -1% | 10% | 35 | 3 | -23% | 2 | 12% | -11 | -4%
O=C(CN1CCN(S(=O)(=O)c2ccccc2)CC1)Nc1ccccc1C(=O)NC1CC1 | 1% | 10% | / | ? | / | 17% | 9 | / | 2 | /
O=C(N[C@@H](Cc1ccccc1)C(=O)NC1CCCCCC1)c1ccco1 | 3% | / | -8% | -5 | -2 | 2% | -2 | 4% | -27 | 1%
CCOC(=O)c1ccc(NNC(C)=O)c([N+](=O)[O-])c1 | -2% | -1% | ? | / | 0 | 2% | -1 | -2% | 4 | 5%
O=C(CC(c1ccccc1)c1ccccc1O)NCc1ccccc1Cl (configuration not stated) | -1% | 2% | / | 8 | 0 | 5% | 4 | 2% | 0 | 1%
Cc1ccc(C(=O)N2CC(C)OC(C)C2)cc1S(=O)(=O)N1CCCCC1 (configuration not stated) | 4% | 8% | / | 18 | / | ? | 2 | / | -2 | /
O=C(Nc1ccc(Cl)c(S(=O)(=O)N2CCOCC2)c1)c1cc2ccccc2oc1=O | -7% | 6% | / | 7 | / | -28% | / | / | -17 | /
COc1ccc([C@H]2[C@H](C(=O)C(C)(C)C)N3N=Cc4ccccc4C3C23C(=O)OC(C)(C)OC3=O)cc1 (some centres not stated) | -1% | -2% | ? | 5 | -3 | 13% | 23 | 14% | 12 | 0%
Cc1ccc(NC(=S)NC2CCN(Cc3ccccc3)CC2)c(C)c1 | 0% | -5% | -5% | -12 | 2 | -6% | 3 | 5% | 69 | 5%
CCn1c(SCC(=O)NC2CCCC2)nnc1-c1ccncc1 | -1% | 1% | 1% | -18 | 3 | -1% | 5 | 0% | -5 | -1%
